A3G deaminase: APOBEC3G (human) deaminase inhibition | actives 0.28% (n = 330,000) | recombinant A3G, ssDNA deamination FAM/TAMRA fluorescence | inhibition, % at 20 µM | AID 493012 | Q9HC16;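 active means inhibition of at least 40% at 20 µM, with no more than 30% in the related APOBEC3A deaminase screen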;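 further: plate controls were DMSO wells with A3G for no effect and wells lacking A3G enzyme for full effect; some compounds called inactive have numbers as strong as hits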
Target sequence (Q9HC16 whole entry, looked up): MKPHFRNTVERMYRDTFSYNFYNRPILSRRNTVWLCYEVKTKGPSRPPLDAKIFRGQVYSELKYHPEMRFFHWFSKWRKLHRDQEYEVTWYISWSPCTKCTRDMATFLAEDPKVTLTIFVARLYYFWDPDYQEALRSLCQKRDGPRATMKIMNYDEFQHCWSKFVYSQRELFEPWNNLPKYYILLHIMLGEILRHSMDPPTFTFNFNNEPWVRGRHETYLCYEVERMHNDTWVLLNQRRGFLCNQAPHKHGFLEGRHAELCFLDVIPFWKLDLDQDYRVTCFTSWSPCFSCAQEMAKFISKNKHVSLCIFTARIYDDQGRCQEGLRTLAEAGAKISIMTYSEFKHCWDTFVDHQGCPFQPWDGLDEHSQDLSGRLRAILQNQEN
hIAP block: blocks human intestinal alkaline phosphatase; purified IAP, CDP-Star luminescence, 30 min; P09923; actives 0.12% (n = 330,000); inhibition, % at 10 µM; AID 2544;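 active means inhibition reaching a set limit with compound at 10 µM in the primary screen, cut at about 35% in these data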;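 further: plate controls were DMSO wells with enzyme for no effect and no-enzyme buffer wells for full effect; values of inactives mirror those of a sister screen read the other way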
tim10-1 inh: growth inhibitors of tim10-1 mutant yeast; actives 2.2% (n = 330,000); inhibition, % at 20 µM; S. cerevisiae tim10-1 ts strain growth, BacTiter-Glo, 24 h;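 active means inhibition of at least 40%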;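 further: mutant grown at 25 °C; 0% = DMSO wells with yeast and 100% = wells holding no yeast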
NLRP3 yeast inh: blocks the NALP3 inflammasome reconstituted in yeast. AID 2825. actives 0.39% (n = 330,000). Yeast reconstituted NLRP3/ASC/caspase-1, beta-gal luminescence, 24 h. inhibition, % at 10 µM;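 active means inhibition of 50% or more; inactive means inhibition below 50%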;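 further: plate controls were induced DMSO wells for no effect and uninduced yeast grown without galactose for full effect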
TIM10 inh: TIM10 yeast growth inhibition. S. cerevisiae TIM10 strain growth, BacTiter-Glo luminescence, 24 h. inhibition, % at 10 µM. actives 1.4% (n = 330,000);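 active means inhibition of 40% or more at the single tested concentration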;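 further: wild-type TIM10 isogenic control strain grown at permissive 25 °C; 0% = DMSO yeast wells and 100% = minimal medium wells without yeast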
A3A deaminase: blocks human APOBEC3A ssDNA deamination. P31941. recombinant A3A, FAM/TAMRA ssDNA deamination fluorescence. inhibition, % at 20 µM. actives 0.41% (n = 330,000). AID 493011;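 active means at least 40% inhibition at 20 µM here, with at most 30% in a related deaminase screen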;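 further: plate controls were A3A with DMSO for no effect and wells lacking A3A enzyme for full effect; some results filed as inactive read as strong as hits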
Target sequence (P31941 whole entry, looked up): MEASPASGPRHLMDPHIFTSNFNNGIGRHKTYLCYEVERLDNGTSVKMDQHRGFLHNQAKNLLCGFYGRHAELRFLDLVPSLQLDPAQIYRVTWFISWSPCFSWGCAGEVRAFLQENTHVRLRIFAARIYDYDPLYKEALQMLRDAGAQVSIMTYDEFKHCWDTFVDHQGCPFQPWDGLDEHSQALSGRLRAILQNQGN
mIAP block: blocks mouse intestinal alkaline phosphatase; purified mouse IAP, CDP-Star luminescence, 30 min; inhibition, % at 10 µM; actives 0.2% (n = 330,000);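 active means inhibition of at least 40% at 10 µM in the primary screen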;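 further: plate controls were DMSO with enzyme for no effect and no enzyme wells for full effect; values of inactives mirror those of a sister screen read the other way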
mIAP act: increases mouse intestinal alkaline phosphatase activity. activation factor at 10 µM. AID 2805. muIAP, CDP-Star luminescence, 30 min; hits give high values; 1 = vehicle-only enzyme signal, 0 = enzyme-free wells. actives 0.24% (n = 330,000);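 active means activation factor of at least 2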; further: the source names both 10 and 20 µM as test concentration; values of inactives mirror those of a sister screen read the other way
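Assay system: mouse IAP enzyme; reagent: chemiluminescent substrate CDP-Star; dosing: test compounds delivered from DMSO solution; schedule: 30 min at room temperature; measured by: luminescence from enzymatic CDP-Star hydrolysis; controls: DMSO-only wells and no-enzyme negative control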
MIN6 prolif: inducers of beta-cell replication in MIN6 cells | MIN6 cells proliferation, ATPlite luminescence, 48 h; cells starved in 0.2% serum; 100% = growth in 10% serum | proliferation, % at 10 µM | actives 0.29% (n = 330,000) | AID 2380;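 active means compounds whose signal lies at least 3.5 SD above the mean of all wells on their plate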;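 further: 0% = DMSO-treated cells in low-serum medium and 100% = 10% serum control; some compounds called inactive have numbers as strong as hits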
The depositor's hits bear a star.

SMILES	A3G deaminase	hIAP block	tim10-1 inh	NLRP3 yeast inh	TIM10 inh	A3A deaminase	mIAP block	mIAP act	MIN6 prolif
Cc1cc(-n2c(C)cc(C(=O)CSc3nncn3C(C)C)c2C)no1	-8	3	4	17	-4	1	-1	1	-5
OCC[C@H]1C[C@@H](O)[C@H](O)[C@]2(Cc3ccccc3O2)O1	-3	-8	-4	1	1	2	2	0.98	-4
COC(=O)C1CCN(C(=O)COC(=O)COc2ccc(C#N)cc2)CC1	-5	-4	8	0	-12	1	-2	1	-1
COc1ccc(NC(=O)CS(=O)(=O)Cc2nc(-c3ccc(C)cc3)oc2C)cc1	1	-15	1	-3	0	-1	3	0.97	-2
CCOc1ccc(NC(=O)CN(C)C(=O)CN2C(=O)NC3(CCCC3)C2=O)cc1OCC	-4	6	-2	6	0	13	0	0.99	-1
Cc1ccc(CNC(=O)Nc2cccc(C)c2)cc1	-7	16	4	20	18	-4	-29	1.3	2
CCCN(C(=O)CCCSc1nc2ccccc2[nH]1)c1c(N)n(Cc2ccccc2)c(=O)[nH]c1=O	-5	-17	9	1	-5	0	-3	1	1
S=C(Nc1ccc(Cl)cc1Cl)NC1CCN(Cc2ccccc2)CC1	-6	-40	-27	26	-7	-5	-52	1.5	0
CCOC(=O)c1c(NC(=O)c2ccno2)c2cc([N+](=O)[O-])ccc2n1C	-11	-8	8	-12	12	-3	-1	1	-1
Nn1c(Cc2cccc3ccccc23)n[nH]c1=S	47*	6	20	22	26	-5	11	0.89	4
C/C(=N\OC(=O)c1ccccc1)c1cc(-c2ccc(Cl)cc2)no1	-2	18	-10	17	-35	5	5	0.95	-3
O=C(Nc1ccccc1F)c1cc(-c2ccco2)nc2ccccc12	16	-13	11	0	4	30	8	0.92	-3
Cc1ccc(S(=O)(=O)NCCC(=O)OC(C)C(=O)NC2CC2)cc1 (stereo not drawn)	-3	-10	4	15	3	7	-7	1.1	-4
CCOc1ccc(C2NC(=O)C(C#N)=C(S)N2c2ccc(C)cc2)cc1OC (stereo not drawn)	-4	-103	10	24	-5	0	14	0.86	-3
N/C(=N\OC(=O)Cc1ccccc1)c1ccccc1Cl	-4	8	34	-5	24	-2	3	0.97	-1
O=C(NCc1ccccn1)c1ccc(CS(=O)(=O)Cc2ccc(Cl)cc2)o1	-2	-6	0	5	-4	-5	-1	1	2
Cc1ccccc1S(=O)(=O)Oc1ccc2ccc(O)cc2c1	-9	-6	16	12	0	-8	9	0.91	-2
N/C(=N\OC(=O)Cc1ccc(Cl)cc1)c1ccccn1	-7	-16	-12	17	-3	2	5	0.95	-2
O=C(Nc1nnc(SCCC2OCCO2)s1)C1CC(=O)N(c2ccc(F)cc2)C1 (stereo not drawn)	0	-16	12	15	8	4	2	0.97	-3
COc1ccc(-n2ncc3c(Nc4cccc(C)c4)ncnc32)cc1	-2	-24	8	12	-8	-5	-33	1.3	0
CCOC(=O)C1CCCN(C(=O)c2ccco2)C1 (stereo not drawn)	-3	-7	4	3	-8	1	0	0.99	0
COc1ccc(S(=O)(=O)Nc2ccc3c(c2)OCO3)cc1C(=O)O	1	5	-10	4	7	1	-1	1	-1
COc1ccc(N2CC(O)=C(c3nc(-c4ccc(F)cc4)cs3)C2=N)cc1OC	-5	0	6	8	17	-5	-18	1.2	-4
Cc1ccc(/C=C/C2=NN(Cc3ccccc3Cl)C(=O)CC2)cc1	-10	2	13	12	8	-5	-3	1	-4
O=C(Nc1ccc2c(c1)OCCO2)c1ccc(Cl)c(S(=O)(=O)N2CCCCC2)c1	-2	-15	22	-1	8	5	8	0.92	0
Cc1cccc(N(C(=O)Cn2nnc(-c3ccc(F)cc3)n2)C(C(=O)NC(C)(C)C)c2ccncc2)c1 (stereo not drawn)	-6	7	11	7	7	-4	-2	1	-1
CCOc1ccc(NC(=O)COc2nsnc2N2CCOCC2)cc1	-3	-2	-15	0	-8	0	-8	1.1	3
COC(=O)C1=C(C)NC(=O)/C1=C\c1cccs1	-9	-40	-19	24	-11	-3	14	0.86	-2
CCOc1ccc(S(=O)(=O)N2CCCCCC2)cc1	-11	-8	18	48	7	-9	-1	1	0
O=C(Cn1nc(C(F)(F)F)c2c1CCC2)NC1CCCCC1	-7	4	15	7	-3	-2	3	0.97	-1
CCOC(=O)C1CCN(C(=O)Nc2ccc(C)c(Cl)c2)CC1	-4	-13	4	20	-10	-2	-2	1	0
Cc1ccc(CCN2CCN=C2N(C)C)cc1	-9	12	-23	2	11	1	-9	1.1	-2
CCOc1ccc(S(=O)(=O)Nc2cc(OC)ccc2OC)cc1	-5	9	26	-8	16	-2	12	0.88	-4
C=CCn1cccc(C(=O)Nc2ccc(N(C)C)cc2)c1=O	-5	18	5	12	9	-3	4	0.96	-1
Cc1ccc(CN2CCN(C3CCOCC3)CC2CCO)cc1 (stereo not drawn)	-3	10	-3	4	6	0	7	0.93	2
CC(=O)Nc1ccc(NC(=O)CSc2nnc(NC(=O)c3cccc(F)c3)s2)cc1	-9	-35	13	11	0	-3	10	0.9	-6
CC1CC(Nc2cccc(O)c2)=CC(=O)O1 (stereo not drawn)	-1	9	0	11	-3	-3	-2	1	-2
Cc1cc(-c2ccccc2)n(-c2ccccc2)n1	-4	-21	23	3	15	-1	72*	0.28	0
N=c1c(S(=O)(=O)c2ccccc2)cc2c(=O)n3ccccc3nc2n1C1CCCC1	-4	-2	17	3	1	0	5	0.95	-4
O=C/C(=C\Nc1ccc(Cl)cn1)c1nc2cc(Cl)ccc2o1	-9	-15	24	3	-9	-3	-3	1	-4
CCN(CC(=O)NCc1ccc(Cl)cc1)C(=O)CCOc1ccc(C)cc1	3	-15	21	8	11	1	1	0.99	-2
O=c1[nH]c(-c2ccc(Cl)cc2)nc2c1cnn2-c1ccccc1	0	6	13	13	-21	2	-4	1	0
COc1cccc(/C=N/NC(=O)C(=O)N2CCCCCC2)c1OC	-9	2	-11	25	-4	-2	-5	1.1	-1
Cn1c(SCc2ccc(Br)cc2)nnc1-c1ccccn1	-10	6	25	32	13	-3	-7	1.1	-1
CC(C)Oc1ccc(OCCNC2CCCC2)cc1	-6	18	4	4	-2	-2	18	0.82	0
CSc1ccc(S(=O)(=O)N2CCN(Cc3ccc4c(c3)OCO4)CC2)cc1	-7	4	39	37	3	1	6	0.94	-5
c1ccc(-c2nnsc2Sc2ccccn2)cc1	-5	8	27	33	-5	-3	2	0.98	0
COc1ccccc1N1CCN(S(=O)(=O)c2ccc3c(c2)CC(C)N3C(C)=O)CC1 (stereo not drawn)	1	8	13	3	16	1	-5	1.1	-1
COc1cc(C(=O)Nc2ccc(S(=O)(=O)N3CCOCC3)cc2)c([N+](=O)[O-])cc1OC	4	12	-5	14	-10	2	-10	1.1	-4
CC(=O)N1CCN(C(=O)c2ccc(Cl)c(S(=O)(=O)N3CCCC3)c2)CC1	-5	5	7	6	-4	-5	7	0.93	-2

Complete entries from above.
Cn1c(SCc2ccc(Br)cc2)nnc1-c1ccccn1 is entered as A3G deaminase = -10; hIAP block = 6; tim10-1 inh = 25; NLRP3 yeast inh = 32; TIM10 inh = 13; A3A deaminase = -3; mIAP block = -7; mIAP act = 1.1; MIN6 prolif = -1
COc1cc(C(=O)Nc2ccc(S(=O)(=O)N3CCOCC3)cc2)c([N+](=O)[O-])cc1OC is entered as A3G deaminase = 4; hIAP block = 12; tim10-1 inh = -5; NLRP3 yeast inh = 14; TIM10 inh = -10; A3A deaminase = 2; mIAP block = -10; mIAP act = 1.1; MIN6 prolif = -4

Later entries.
SMILES	A3G deaminase	hIAP block	tim10-1 inh	NLRP3 yeast inh	TIM10 inh	A3A deaminase	mIAP block	mIAP act	MIN6 prolif
COc1ccc(Cc2nnc(N/N=C/c3ccc(O)cc3O)[nH]c2=O)cc1OC	-5	-81	28	18	13	-3	0	1	-1
Cc1cc(Cl)ccc1OCC(=O)NNC(=O)C1CSC2(C)CCC(=O)N12 (stereo not drawn)	-10	-51	-3	11	-7	-2	4	0.96	3
O=C(NCC(=O)N1CCN(c2ncccn2)CC1)c1ccccc1F	-3	-5	-28	7	-13	0	-1	1	4
Cc1nn(-c2ccccn2)c2nc(-c3cccs3)cc(C(=O)NCc3ccco3)c12	-4	4	24	-5	11	-16	6	0.94	-4
S=C(NC1CC1)NC1CCCc2ccccc21 (stereo not drawn)	-18	-5	-1	20	8	4	-10	1.1	-1
Cc1c(-n2cc(C(=O)c3cc(Cl)ccc3O)cc(C#N)c2=O)c(=O)n(-c2ccccc2)n1C	-9	3	14	32	9	-3	1	0.99	-2
CCOC(=O)C1(Cc2cccc(OC)c2)CCN(Cc2ccon2)CC1	-6	14	17	13	8	-4	-3	1	3
O=C(COc1cccc(Cl)c1)N/N=C\c1cc2ccccc2nc1Cl	-10	6	4	5	-1	-8	9	0.91	1
COc1cc(NC(=O)c2ccco2)c(C(=O)OCC(=O)c2c[nH]c3ccccc23)cc1OC	0	-16	23	7	8	10	-8	1.1	-6
O=C(O)c1ccccc1NS(=O)(=O)c1cccc(N=Nc2c(O)[nH]c(=S)[nH]c2=O)c1	-13	8	-104	27	-6	8	19	0.81	-2
CCN1CCN(C(=O)c2cc3cc4ccc(OC)cc4nc3s2)CC1	-3	11	11	10	-15	-3	-7	1.1	-2
c1ccc(-c2nnc(NC3=NCCC3)o2)cc1	-9	-8	-6	22	-6	7	0	1	-3
Cc1cc(C)cc(NC(=O)COC(=O)COc2cccc3c2OC(C)(C)C3)c1	-8	-5	18	-6	10	1	9	0.91	-4
CCOc1ccccc1CN1C(=O)NC(C)(c2ccccc2)C1=O (stereo not drawn)	-1	-16	15	17	3	1	-6	1.1	-2
CS(=O)(=O)N1CCC(C(=O)NCc2ccc(F)cc2Cl)CC1	-6	16	5	12	14	-6	-2	1	1
CCCCCn1c(CCC(=O)Oc2ccccc2OC)nc2c1c(=O)[nH]c(=O)n2CCCC	-8	9	12	6	9	-4	8	0.92	0
Cc1cc(Cl)ccc1OC(C)C(=O)NCCCCc1ccccc1 (stereo not drawn)	-5	3	10	14	0	3	-7	1.1	-4
COC(=O)c1sc2nc(-c3ccco3)ccc2c1N	5	6	23	7	5	13	52*	0.48	-4
COc1ccc(-c2[nH]ncc2CN(C)Cc2nonc2C)c(OC)c1	4	-4	5	10	-16	9	-9	1.1	-1
COc1ccc(N2CC(O)=C(c3nc(-c4ccc(Br)cc4)cs3)C2=N)cc1	-9	0	-50	14	-41	-1	-2	1	-3
CN(/N=C/C=C/c1ccccc1)c1cc(=O)n(C)c(=O)[nH]1	-5	-4	7	13	4	0	-1	1	0
CCCCCCn1c(=O)[nH]c2c(c1=O)CCC2	-8	-6	6	26	23	-2	3	0.97	2
CC1=C(C#N)C2C(/C1=N/O)C2(C)C (stereo not drawn)	-7	-9	-18	0	-12	-2	-8	1.1	-3
COc1ccc(/C(N)=N/OC(=O)Cc2cccs2)cc1OC	-2	6	11	14	17	-1	4	0.95	3
CCC12OC(=N)C(C#N)(C1C)C(C#N)(C#N)C(c1ccccc1)O2 (stereo not drawn)	-3	3	-4	-3	-8	0	-4	1	-1
O=C(NCC#CCOCc1ccccc1)c1ccccc1	-12	-4	28	20	-6	-6	-7	1.1	-5
CCc1ccccc1NC(=O)NCc1cccnc1	2	8	-1	10	-1	-2	2	0.98	-1
CCN1CCN(CCC(=O)Nc2ccc(C)cc2)CC1	-4	-10	-11	9	-6	-4	1	0.99	0

Screens as filed in PubChem BioAssay.
